# PAFAH1B2 inh: PAFAH1B2 (human) inhibition; inhibition, % at 3.39 µM; P68402; hit rate 1.2% among 340,000; recombinant PAFAH1B2, FP-rhodamine activity probe, fluorescence polarization;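 active = inhibition above the mean of all tested compounds plus 3 SD, cut at about 24% in these data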;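 also: 0% = enzyme with DMSO and 100% = wells lacking PAFAH1B2; many of its hits are not listed in these tables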
# AHR act: activators of human aryl hydrocarbon receptor. AHR-responsive luciferase reporter cells, luminescence. activation, % at 5 µM. hit rate 2.5% among 320,000. AID 2796; in the data active = activation above about 47%;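 also: 0% = vehicle wells and 100% = reference agonist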
# pPAFAH inh: pPAFAH (human) enzyme inhibition; Q13093; recombinant pPAFAH, FP-rhodamine probe fluorescence polarization; inhibition, % at 3.39 µM; hit rate 1.5% among 330,000; AID 463082;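 active = inhibition above the mean inhibition across the screen plus 3 SD, cut at about 25% in these data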;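 also: inhibitors block binding of the rhodamine activity-based probe so polarization drops; 0% = enzyme with DMSO and 100% = wells lacking pPAFAH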
# MEX-5 binding: C. elegans MEX-5 TCR-2 RNA binding activity; hit rate 0.38% among 300,000; MEX-5/FITC-TCR2 RNA binding, fluorescence polarization; active compounds read low; activity score (negative = inhibition of binding), % at 10 µM; AID 1832;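 active = inhibition past about -25% in most replicates, and total fluorescence under double the plate's negative control median, limit read from the data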;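 also: 0% = DMSO and -100% = 5 µM competing unlabeled TCR2 RNA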
# Target sequence (Q9XUB2 whole entry, looked up): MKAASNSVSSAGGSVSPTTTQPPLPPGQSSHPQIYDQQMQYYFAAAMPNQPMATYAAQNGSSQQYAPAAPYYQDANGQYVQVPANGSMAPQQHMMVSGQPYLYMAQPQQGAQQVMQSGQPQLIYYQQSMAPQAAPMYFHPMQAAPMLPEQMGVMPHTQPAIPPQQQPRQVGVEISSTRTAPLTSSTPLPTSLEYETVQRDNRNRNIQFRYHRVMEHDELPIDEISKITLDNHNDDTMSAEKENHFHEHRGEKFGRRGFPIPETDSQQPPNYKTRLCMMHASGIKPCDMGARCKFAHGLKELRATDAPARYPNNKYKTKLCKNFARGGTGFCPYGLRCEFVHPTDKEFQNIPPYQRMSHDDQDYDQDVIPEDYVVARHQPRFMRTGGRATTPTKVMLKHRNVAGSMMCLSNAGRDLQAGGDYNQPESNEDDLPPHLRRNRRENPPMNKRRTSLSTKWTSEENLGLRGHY
# Bcl-xL primary: Bcl-xL (human) inhibition. GST-Bcl-xL / FITC-Bim BH3 peptide fluorescence polarization. inhibition, % at 10.9 µM. hit rate 0.7% among 320,000;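 active = inhibition above the mean of all tested compounds plus 3 SD, cutoff set per campaign, cut at about 30% in these data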;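 also: 0% = DMSO wells and 100% = unlabeled Bim-BH3 peptide competitor; inhibitors lower millipolarization by displacing the labeled peptide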
# Fam108B inh: blocks mouse Fam108B hydrolase in RBBP9 counter-screen | AID 1947 | hit rate 0.33% among 300,000 | recombinant Fam108B, FP-Rh probe fluorescence polarization | inhibition, % at 9.51 µM;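 active = inhibition above the screen mean inhibition plus 3 SD, computed separately per campaign, cut at about 18% in these data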;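 also: inhibitors lower polarization as less probe binds the enzyme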
# MCL1 BIM primary: inhibitors of human MCL1 binding to BIM-BH3 peptide; GST-MCL1 / FITC-Bim-BH3 fluorescence polarization; AID 2057; hit rate 0.68% among 320,000; inhibition, % at 10.9 µM;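 active = inhibition above the mean inhibition of all tested compounds plus 3 SD, set per campaign, cut at about 40% in these data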;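 also: 0% = DMSO wells and 100% = unlabeled Bim-BH3 peptide control; higher means more loss of mP so more displacement of Bim peptide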
# PME-1 inh: blocks human protein phosphatase methylesterase 1 | inhibition, % at 5.9 µM | AID 2130 | hit rate 0.53% among 320,000 | recombinant PME-1, FP-Rh probe fluorescence polarization | Q9Y570;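 active = inhibition above the campaign mean of all compounds plus 3 SD, cut at about 26% in these data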;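 also: competitive labeling of PME-1 active site by serine hydrolase directed probe; 0% = PME-1 with DMSO and 100% = wells lacking PME-1 enzyme; inhibitors block probe labeling so polarization falls and inhibition rises; many of its hits are not listed in these tables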
# GLD-1 TGE inh: GLD-1-TGE RNA interaction inhibition (C. elegans); inhibition, % at 5.96 µM; purified GLD-1 + fluorescein TGE RNA, fluorescence polarization; Q17339; AID 2280; hit rate 0.44% among 320,000;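 active = percent inhibition above a per-plate cutoff, the plate mean of test compounds plus 3 SD, cut at about 30% in these data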;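 also: 0% = DMSO wells with GLD-1 and probe and 100% = wells lacking GLD-1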
# Target sequence (Q17339 whole entry, looked up): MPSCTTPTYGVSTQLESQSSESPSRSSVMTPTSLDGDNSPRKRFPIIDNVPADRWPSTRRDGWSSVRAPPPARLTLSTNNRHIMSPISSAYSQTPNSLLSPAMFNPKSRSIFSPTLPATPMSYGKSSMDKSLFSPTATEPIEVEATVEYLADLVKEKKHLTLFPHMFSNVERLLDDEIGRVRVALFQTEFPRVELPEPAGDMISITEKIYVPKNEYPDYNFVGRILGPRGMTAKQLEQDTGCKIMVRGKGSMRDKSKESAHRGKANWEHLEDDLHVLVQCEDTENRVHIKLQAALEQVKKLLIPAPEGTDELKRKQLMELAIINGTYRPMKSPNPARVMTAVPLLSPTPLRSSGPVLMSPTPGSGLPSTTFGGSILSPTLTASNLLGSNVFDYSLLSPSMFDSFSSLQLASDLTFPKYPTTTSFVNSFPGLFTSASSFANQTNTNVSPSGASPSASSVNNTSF
# The depositor's hits bear a star; . = not tested or not shown. These rows are one share of the data. The share of hits here may be higher or lower than overall.
SMILES,PAFAH1B2 inh,AHR act,pPAFAH inh,MEX-5 binding,Bcl-xL primary,Fam108B inh,MCL1 BIM primary,PME-1 inh,GLD-1 TGE inh
Cc1ccc(CNC(=O)N2CCN(S(=O)(=O)c3ccccc3)CC2)cc1,0,0,3,-1.1,-1,6,5,4,0
C=CC[C@@H](CC(=O)N(CCO)Cc1ccccc1)C(=O)N[C@@H](C)COC(=O)[C@@H](CC=C)Cc1ccc(F)cc1,3,1,5,.,.,.,.,.,2
COCCNC(=O)[C@@]1(C)C=C[C@@H](Cc2ccccc2)N1C(=O)c1ccccc1,-4,2,-1,1.9,4,6,9,0,4
C=CCNC(=O)CC1C(=O)NCCN1Cc1c(F)cccc1Cl (configuration not stated),-1,-3,-2,0.0,7,-1,7,1,-7
CCCCN(CC)Cc1ccc(CNC(=S)Nc2cccc(F)c2)o1,2,2,-2,3.5,6,3,4,4,3
CSC1=C(C#N)C(c2ccncc2)C(C(=O)Nc2ccccc2)=C(C)N1 (configuration not stated),0,6,10,2.3,6,0,0,3,-7
Cc1nc2ncnn2c(N2CCCC(C(=O)Nc3ccc4c(c3)CCC4)C2)c1C (configuration not stated),9,2,11,-0.4,3,0,7,1,10
O=C(Cn1cnc2c(nnn2Cc2ccccc2F)c1=O)NCC1CCCO1 (configuration not stated),1,-2,7,-1.2,5,4,2,-4,-3
Cc1cccc(NC(=O)c2cc(NC(=O)C3CC=CCC3C(=O)O)ccc2N2CCOCC2)c1 (configuration not stated),0,11,0,-0.7,1,0,7,-5,7
COc1ccc(CCN2Cc3c(cccc3[N+](=O)[O-])C2=O)cc1OC,3,-2,0,-0.4,0,6,-1,-7,10
CN1CCN(CC(=O)Nc2cc(N3CCOCC3)ccc2[N+](=O)[O-])CC1,2,5,0,-6.7,-1,-3,-6,-3,-2
O=C(OCc1nnc(-c2ccccc2)o1)c1ccc2ccccc2n1,-6,12,23,1.6,-3,1,0,3,-1
CCCCC1(C)NC(=S)N2N1C(=S)NC2(C)CCCC (configuration not stated),.,0,1,0.3,-1,-3,1,5,-1
CCOc1ccc(-c2cc(C(=O)OC)nc3c2c(=O)n(C)c(=O)n3C)cc1,0,-1,2,-0.5,1,1,-3,-2,-2
CCOc1ccccc1OCC(=O)Oc1ccc(C)c(C)c1,-3,-1,3,1.2,-2,-3,-1,-7,0
COc1cc(CCC(=O)NNC(=O)c2ccc(Cl)cc2)cc(OC)c1OC,2,0,-2,-0.2,2,-2,-2,-3,0
O=C(Nc1ccccc1C(=O)Nc1ccncc1)c1ccccc1,7,29,-2,0.1,-2,1,-3,1,-4
Cc1ccc(NC(=O)CN2CCC(C(=O)c3ccc4c(c3)OCCO4)CC2)cc1,5,-2,4,1.4,3,-1,0,6,-5
Cc1cccc(C)c1Nc1c(-c2ccccn2)nc2ccccn12,8,2,16,-2.1,1,5,13,5,7
O=C(CNS(=O)(=O)c1ccccc1Br)OCC(=O)N1CCc2ccccc21,0,3,8,0.5,4,3,-3,2,0
CCc1ccc(/C=C/c2c([N+](=O)[O-])c(=O)n(C)c(=O)n2C)cc1,1,6,-5,0.9,4,1,0,-8,4
CCCCOC(=O)Nc1ccc(S(=O)(=O)Nc2ccc([N+](=O)[O-])cc2)cc1,-6,-1,2,2.6,-3,-4,-7,-1,5
COc1ccc(NC(=O)CSc2ccc3c4c(cccc24)C(=O)c2ccccc2-3)cc1,2,3,2,-19,15,-1,-6,6,-17
CC1CCN(CCCn2c(=S)[nH]c3ccc(N4CCOCC4)cc3c2=O)CC1,0,12,0,-0.7,10,3,8,-3,0
CCC(CC)C(=O)c1c[nH]c(C(=O)N2CCN(c3ccc(OC)cc3)CC2)c1,4,6,-1,1.4,8,1,9,2,-2
COc1ccc(C(=O)COC(=O)CNC(=O)c2cccc(OC(F)F)c2)cc1,8,2,-3,0.2,-2,1,-2,0,5
CCOc1ccc(/C=C/C2=NNC(=O)CC2)cc1,0,17,-1,0.4,-6,2,-12,0,3
CN(Cc1c(C(=O)N/N=C/c2cccs2)nnn1-c1nonc1N)c1ccccc1,9,1,6,0.9,0,-2,-7,1,-1
O=C(NCc1ccco1)C(c1cccs1)N(C(=O)C1COc2ccccc2O1)c1cccc(O)c1 (configuration not stated),0,2,8,1.0,-1,-7,0,4,4
Cc1ccc(NS(=O)(=O)c2ccccc2[N+](=O)[O-])cc1C,4,3,1,-2.1,5,-6,5,5,-2
C[C@H](NC(=O)OC(C)(C)C)c1nnc(SCC(N)=O)o1,3,-1,0,4.5,2,2,7,0,-3
CCC(C)(C)n1nnnc1C(C(C)C)N1CCSCC1 (configuration not stated),3,2,5,-0.4,4,-3,5,-4,0
COc1cccc(C2SCC(=O)N2c2cccc(C)c2)c1OC (configuration not stated),3,0,5,-2.2,0,-2,-7,1,6
CCOc1ccccc1C(=O)NCC(=O)OCCOc1cccc(Cl)c1,0,-1,-5,2.8,6,-1,13,4,2
CC(C)(C)c1nnc(NC(=O)c2ccc3c(c2)OCO3)s1,3,39,-2,-0.9,8,2,5,-9,12
Cc1ccc(Sc2nc(-c3ccccc3)ccc2C#N)cc1,0,3,0,0.2,4,-5,2,1,4
CCN(C(=O)COC(=O)c1sccc1C)c1c(N)n(Cc2ccccc2)c(=O)[nH]c1=O,1,-1,-3,0.6,-1,-2,-3,0,3
CC1CCN(C(=O)C2c3ccccc3C(=O)N3CCc4ccccc4C23)CC1 (configuration not stated),3,3,1,-2.3,1,4,5,-1,3
Cn1cnnc1SCc1ccc(C#N)cc1Cl,3,1,4,0.0,6,-2,-5,-7,6
Cc1ccc(C(C)C)c(OCC(=O)NCC(c2cccs2)N2CCOCC2)c1 (configuration not stated),6,6,8,-3.1,-2,0,2,-3,9
O=C(Nc1ccccc1N1CCCC1)c1ccccc1Cl,1,6,3,-0.5,-3,3,1,3,-6
CC1=C(C(=O)OC(C)C)C(C2CC=CCC2)NC(=O)N1 (configuration not stated),8,-2,-1,0.9,3,-1,1,2,2
CCCCCn1c(N)c(-c2nc3ccccc3s2)c2c([N+](=O)[O-])nn(CC)c(=O)c21,7,0,5,-0.3,5,2,15,0,3
Cn1cccc1C(=O)OCC(=O)Nc1cccc(S(=O)(=O)N2CCOCC2)c1,2,3,-2,1.0,0,-1,-2,-2,3
N#C/C(=C\c1cc(O)c(O)c(O)c1)C(N)=O,8,2,42*,-27*,27,2,53*,-8,-19
Cc1cc(NC(=O)c2c(C)noc2C)no1,10,0,-1,1.5,7,-1,-1,-8,-1
CCOc1cc(/C=C2\SC(=S)N(NS(=O)(=O)c3ccccc3)C2=O)ccc1O,-83,1,-56,51,8,-167,7,-211,-31
O=C(c1cccs1)N1CCN(CCCc2ccccc2)CC1,1,0,1,-0.3,7,3,-1,-5,0
CN(C)CCCN(C(=O)c1ccc(C(=O)c2ccccc2)cc1)c1nc2cc3c(cc2s1)OCO3,0,-7,4,-2.4,5,6,3,9,28
Cc1ccc(-c2noc(CCCC(=O)NC3CCCCC3)n2)cc1,6,1,-9,4.7,0,-4,-4,-12,2
COc1ccc(OC)c(NC(=O)CN(Cc2ccccc2)S(C)(=O)=O)c1,1,3,0,-0.2,11,0,13,4,-1
C(=N\Nc1nc(-c2ccccn2)nc2ccccc12)/c1ccccc1,.,-5,3,0.1,2,-4,5,5,-3
Cc1cccc(C(=O)NCC(=O)N2CCCC2)c1,1,3,5,0.2,5,2,8,5,-1
CCOC(=O)c1ccc(N2C(=O)c3n[nH]c(C)c3C2c2ccccn2)cc1 (configuration not stated),3,-2,6,-2.0,-1,0,-1,-2,5
C[C@H](NC(=O)CCCn1nnc2ccccc2c1=O)C(=O)O,-1,2,0,1.6,3,0,-2,3,-1
Cc1ccc(-n2c(NN)nc3ccccc3c2=O)c(C)c1,-2,8,7,2.3,2,0,2,-5,1
Cc1[nH]nc(SCC(=O)NC(C)c2ccccc2)c1[N+](=O)[O-] (configuration not stated),2,-1,5,0.6,2,-5,-1,2,0
Cc1ccc(C(c2nnnn2CCc2ccccc2)N2CCC(C)CC2)cc1 (configuration not stated),10,3,7,4.4,3,2,0,0,2
CC1(C(O)(C#CC[N+]2(C)CCCCC2)c2ccccc2)CCCC1 (configuration not stated),0,0,2,-1.2,-8,-1,-22,-3,-1
OCc1ccccc1CNCc1ccccc1,6,-4,4,-0.1,2,-1,8,-2,4

# Three entries from above, set out differently:
SMILES	PAFAH1B2 inh	AHR act	pPAFAH inh	MEX-5 binding	Bcl-xL primary	Fam108B inh	MCL1 BIM primary	PME-1 inh	GLD-1 TGE inh
CCOc1cc(/C=C2\SC(=S)N(NS(=O)(=O)c3ccccc3)C2=O)ccc1O	-83	1	-56	51	8	-167	7	-211	-31
O=C(c1cccs1)N1CCN(CCCc2ccccc2)CC1	1	0	1	-0.3	7	3	-1	-5	0
CN(C)CCCN(C(=O)c1ccc(C(=O)c2ccccc2)cc1)c1nc2cc3c(cc2s1)OCO3	0	-7	4	-2.4	5	6	3	9	28

# Following part.
SMILES,PAFAH1B2 inh,AHR act,pPAFAH inh,MEX-5 binding,Bcl-xL primary,Fam108B inh,MCL1 BIM primary,PME-1 inh,GLD-1 TGE inh
COc1ccc(C(C)=O)cc1COC(=O)Cc1n[nH]c(=O)c2ccccc12,-4,8,1,-0.1,-1,0,-2,-1,5
CC(C)=CC(=O)N1CC[C@@H](N2CCN(c3ccccc3F)CC2)[C@H](O)C1,0,-1,3,-1.4,2,-2,2,-5,1
CC(=O)c1cc(-c2ccccc2)n(CC(=O)N2CCCC2)c1C,2,-1,3,-0.7,2,3,5,-4,-1
CC(=O)c1c(C)oc2ccc(N(C(C)=O)S(=O)(=O)c3ccc(Cl)c([N+](=O)[O-])c3)cc12,-4,-1,2,2.0,4,-2,6,0,1
Cc1ccc(C)c(-n2nnnc2Sc2nc([N+](=O)[O-])nn2C)c1,4,-6,1,-0.4,1,3,-1,4,-5
O=C(N[C@@H](Cc1ccccc1)c1nc2ccccc2[nH]1)c1cc([N+](=O)[O-])ccc1Cl,3,3,2,1.1,-4,-5,-18,-5,2
COc1cc(/C=N/NC(=O)c2cc(-c3cccc(Br)c3)nc3ccccc23)cc(OC)c1O,-1,44,15,-0.2,6,0,7,6,6
COc1ccc(C(=O)NNC(=O)CCC(=O)Nc2cc(C)on2)cc1,4,6,3,-2.1,4,1,4,-5,3
CC(/C=N/NC(=O)c1ccccc1C)=C\c1ccccc1,.,0,0,1.5,-2,-1,-1,-3,-3
Clc1ccc(CN2CC[C@H]3C=CCc4cccc(c43)C2)cc1,-1,11,7,.,4,.,0,-8,1
O=C(OCC(=O)N1CCN(c2ccccc2)CC1)c1ccc2ncsc2c1,-5,0,8,.,0,2,-6,0,3
CCC(C)NS(=O)(=O)c1ccc(NC(=O)c2ccc([N+](=O)[O-])cc2Cl)cc1 (configuration not stated),1,2,4,1.7,2,1,5,5,4
COc1cccc(CN(C)C(=O)C(Cc2ccccc2)NC(=O)c2ccccc2)c1OC (configuration not stated),0,1,-2,2.0,-1,3,-3,0,10
COc1ccc(S(=O)(=O)N(C)C[C@H]2Oc3c(NC(=O)c4ccncc4)cccc3C(=O)N([C@H](C)CO)C[C@@H]2C)cc1,-1,0,4,.,.,.,.,.,1
CC1CN(C2CCN(C(=O)COc3ccc(Cl)cc3)CC2)CC(C)O1 (configuration not stated),8,-1,4,-0.5,2,-9,-5,0,2
O=C(NC1CCCCC1)c1ccc(S(=O)(=O)N2CCCC2)cc1,0,-3,2,1.1,3,6,1,0,4
Cn1ccs/c1=N\S(=O)(=O)c1ccc(C(C)(C)C)cc1,4,6,4,0.7,6,4,5,6,3
